From PubChem BioAssay
Eya2 inh – Eya2 (human) phosphatase inhibition. O00167. recombinant Eya2, OMFP fluorescence dephosphorylation (OMFP is methylfluorescein phosphate). Potency, µM (series often up to 76.9 µM), inactives show at the highest dose activity, negative = inhibition, most hits filed as inhibitors. 330,000 tested, 0.006% active. AID 488837; further: potency means the concentration at half of the fitted maximal effect; on the % scale 0 is the no-effect control and ±100 the full control effect
Target sequence (O00167 whole entry, looked up): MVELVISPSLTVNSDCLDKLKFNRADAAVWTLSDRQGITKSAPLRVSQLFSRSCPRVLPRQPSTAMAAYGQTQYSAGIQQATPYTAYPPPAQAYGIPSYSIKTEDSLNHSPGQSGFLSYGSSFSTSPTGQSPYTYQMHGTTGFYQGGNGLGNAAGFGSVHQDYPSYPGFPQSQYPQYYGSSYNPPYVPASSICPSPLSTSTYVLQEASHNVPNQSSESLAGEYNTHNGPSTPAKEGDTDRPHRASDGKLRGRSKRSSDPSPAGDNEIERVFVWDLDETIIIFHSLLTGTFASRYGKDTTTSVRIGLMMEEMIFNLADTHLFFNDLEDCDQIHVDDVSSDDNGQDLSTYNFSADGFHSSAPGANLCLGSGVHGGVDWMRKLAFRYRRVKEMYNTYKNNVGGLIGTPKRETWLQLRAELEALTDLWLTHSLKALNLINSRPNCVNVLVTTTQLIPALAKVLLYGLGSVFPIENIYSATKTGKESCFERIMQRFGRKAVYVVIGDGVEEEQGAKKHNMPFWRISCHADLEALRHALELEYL
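Eya2 (0.2 uM) preincubated 10 min at ambient with compound, then OMFP substrate added at 50 uM; 10 min reaction in 50 mM HEPES pH 7.5, 50 mM NaCl, 5 uM MgCl2, 0.05% BSA, 1 mM DTT. Fluorescence read at Ex 485/Em 525 nm.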
Menin MLL FP TR – menin-MLL binding inhibition, Texas Red mutant peptide; Menin + Texas Red MLL mutant peptide, fluorescence polarization; Potency, µM (top dose mostly 61.6 µM), for the others: at the highest dose FP activity change, negative = inhibition, hits mostly inhibitors; 270,000 tested, 0.23% active; AID 1768; active means well fitted inhibition curve with a large enough effect in the polarisation, with a control signal flat, not every such curve was filed as active; inconclusive means small, poorly fitted or top-dose-only effect, or effect the other way, or a change in a side signal; inactive means no such curve, though single readings can be large or run the other way; the % refers to the polarisation; further: potency means the concentration at half of the fitted maximal effect; % of control where 0% means no effect; many of its hits are not listed in these tables
S-ASM inh – human S-ASM enzyme inhibition | 340,000 tested, 0.006% active | placental ASM, HMU-PC fluorogenic substrate, 60 min | P17405 | Potency, µM (doses to about 57.5 µM), for inactives: top-dose activity change, negative = inhibition, actives largely listed as inhibitors; further: potency means the concentration at half of the fitted maximal effect
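Steps: dispense placental human ASM, pin compound, wait 10 min at room temperature, add HMU-PC0 substrate at 9 uM final, incubate 60 min at 37 °C, add stop solution raising pH to 10, read fluorescence.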
PKM2 act – increases activity of human pyruvate kinase M2; P14618; purified PKM2, Kinase-Glo ATP luminescence, activation; response scale: 0% is enzyme alone, no compound; Potency, µM (series often up to 57.5 µM), for the others: top-dose activation, usual class: activators; 260,000 tested, 0.34% active; further: potency means the concentration at half of the fitted maximal effect; on the % scale 0 is the no-effect control and ±100 the full control effect; nearly all actives have a fitted effect of over 55% in size
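hPK-M2, >95% pure; 0.1 mM ADP / 0.5 mM PEP final; imidazole pH7.2 buffer w/ 7 mM MgCl2, 50 mM KCl; 1 h RT; Kinase-Glo lum. Intermediate enzyme activity for dual inhibitor/activator qHTS.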
GALK inhibitor – galactokinase (human) inhibition. P51570. Purified GALK, Kinase-Glo residual ATP luminescence. Potency, µM (doses to about 57.5 µM), for inactives: top-dose activity change, negative = inhibition, usual class: inhibitors. 270,000 tested, 0.007% active. AID 1868; further: potency means the concentration at half of the fitted maximal effect; on the % scale 0 is the no-effect control and ±100 the full control effect
Target sequence (P51570 whole entry, looked up): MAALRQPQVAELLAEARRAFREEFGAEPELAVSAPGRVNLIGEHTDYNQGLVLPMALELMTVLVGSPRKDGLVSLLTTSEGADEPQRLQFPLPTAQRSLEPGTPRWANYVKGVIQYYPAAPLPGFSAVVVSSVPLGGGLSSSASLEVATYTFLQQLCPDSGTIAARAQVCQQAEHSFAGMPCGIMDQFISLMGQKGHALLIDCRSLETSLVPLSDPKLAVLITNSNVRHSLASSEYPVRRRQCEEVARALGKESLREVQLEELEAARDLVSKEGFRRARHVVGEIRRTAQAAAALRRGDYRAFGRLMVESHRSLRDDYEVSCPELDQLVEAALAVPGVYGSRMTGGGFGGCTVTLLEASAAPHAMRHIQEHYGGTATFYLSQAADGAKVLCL
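Quantitative HTS: GALK 5 nM, ATP 35 uM, galactose 100 uM, 1 h room temperature, then luciferase-based ATP detection.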
Mito fusion act – blocks mitochondrial division or promotes mitochondrial fusion | AID 485298 | Potency, µM (titrated, usually from 46.1 µM), for inactives: top-dose growth rescue (activation), most hits filed as activators | S. cerevisiae fusion-defective mutant growth rescue, CellTiterGlo 48 h | 320,000 tested, 0.23% active;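 further: potency means the concentration at half of the fitted maximal effect; % of control where 0% means no effect; nearly all actives have a fitted effect of over 45% in size; temperature-sensitive fusion mutants such as fzo1-1 at 37 °C on non-fermentable ethanol glycerol medium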
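Luminescent cell viability in 1536-well qHTS format served as the measure of rescued growth in ts fusion-mutant S. cerevisiae cultured on non-fermentable YPEG for 48 hours at 37C.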
USP2a block – USP2a (human) protease inhibition | O75604 | USP2 core, Ub-CHOP2 coupled fluorogenic reporter, 485/531 | Potency, µM (doses to about 38.3 µM), for the others: at the highest dose activity change, negative = inhibition, usual class: inhibitors | 330,000 tested, 0.01% active;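 further: potency means the concentration at half of the fitted maximal effect; plate controls were DMSO wells for no effect and full inhibition by NEM control for full effect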
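Cell-free coupled assay: 10nM USP2 core preincubated 30min RT with compound in Tris-HCl pH 8.0/CaCl2/CHAPS buffer, then 25nM Ub-CHOP2 and 25nM reporter substrate; fluorescence (Ex 485/Em 531) read after 60min RT, normalized to NEM inhibition, concentration-response curves fitted.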
Chronic BCR inh – chronic active BCR signaling inhibition; ABC-DLBCL IkBa-CBG/CBR reporter, luminescence ratio, 4 h; Potency, µM (doses to about 46.1 µM), inactives show at the highest dose ratio change, negative = lower green/red ratio, most hits filed as inhibitors; 340,000 tested, 0.05% active; active means well fitted inhibition curve with a large enough effect in the signal ratio, with a control signal flat, not every such curve was filed as active; inconclusive means small, poorly fitted or top-dose-only effect, or effect the other way, or a change in a side signal; the % refers to the signal ratio;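 further: potency means the concentration at half of the fitted maximal effect; plate controls were basal doxycycline-induced cells for no effect and cells given 10 µM MG132 for full effect; MG132 reads +100%, hits lower the ratio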
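Cell line TMD8 (human ABC DLBCL), stably expressing tet-inducible CBG68-IkBa fusion and CBR; IMDM/0.5% FBS; cpd up to 46 uM; dox induction, 4 h, 37C/5% CO2; dual luminescence; green/red ratio; MG132 control.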
KCNH2 WT inh – blocks the wildtype human KCNH2 potassium channel. U2OS, BacMam KCNH2, thallium flux FluxOr; stronger effect = lower value. activity change, % at 1.84 µM. 340,000 tested, 0.37% active. AID 720551;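 active means maximum activity change below -70%; inconclusive means maximum activity change between -70% and -50%; inactive means maximum activity change above -50%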; further: on the % scale 0 is the no-effect control and ±100 the full control effect
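U2OS cells transduced with wild-type KCNH2 virus are loaded with FluxOr dye for 45 min, and thallium flux is measured in kinetic reads before and after stimulation buffer. Rate constants are normalized to DMSO controls.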
TSHR antag – blocks TSH signaling through the human TSH receptor; P16473; TSHR-expressing cells, TSH-stimulated cAMP HTRF, 2 h; stronger effect = lower value; activity change, negative = inhibition, % at 11.5 µM; 330,000 tested, 0.2% active;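 active means activity change below a set negative limit, meaning inhibition stronger than a set level, cut at about -70% in these data; inconclusive means activity change between two set negative limits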; further: on the % scale 0 is the no-effect control and ±100 the full control effect
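TSHR-expressing cells, 200/well, pre-treated with compound, then stimulated with EC80 TSH (4nM final) for 2 hours at 37 deg C. cAMP measured by competitive HTRF: anti-cAMP cryptate antibody in lysis buffer plus cAMP-d2, read after 30 minutes at room temperature.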
MBNL1-CUG inh – inhibitors of human MBNL1 binding to CUG repeat RNA | Q9NR56 | TR-FRET MBNL1-His/biotin-(CUG)12 binding, 665/545 ratio | Potency, µM (series often up to 57.5 µM), for inactives: top-dose activity change, negative = inhibition, usual class: inhibitors | 280,000 tested, 0.036% active | AID 2675; active means well fitted inhibition curve with a large enough effect in the signal ratio, with a control signal flat, not every such curve was filed as active; inconclusive means small, poorly fitted or top-dose-only effect, or effect the other way, or a change in a side signal; inactive means no such curve, though single readings can be large or run the other way; the % refers to the signal ratio; further: potency means the concentration at half of the fitted maximal effect; on the % scale 0 is the no-effect control and ±100 the full control effect
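Compounds (final 92 nM to 58 uM) are added to His-tagged MBNL1 and biotin-(CUG)12, then terbium anti-His antibody and streptavidin-XL665 (5 nM final). After 60 min at room temperature, the 665/545 nm ratio is read.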
Starred values were filed as active, the others as inactive; ? = inconclusive; · = no result given; [ ] = remark or other dose. Unless noted, the call rests on the fitted dose curve; in most records, active means well fitted curve in the direction sought with a large enough effect; inconclusive means small, poorly fitted or top-dose-only effect, or another doubt; inactive means no such curve, though single readings can be large; an effect the other way counts as inactive or inconclusive.

SMILES	Eya2 inh	Menin MLL FP TR	S-ASM inh	PKM2 act	GALK inhibitor	Mito fusion act	USP2a block	Chronic BCR inh	KCNH2 WT inh	TSHR antag	MBNL1-CUG inh
CC(=O)Nc1ccc(NC(=O)COC(=O)CCCc2c[nH]c3ccccc23)cc1	4.5%	·	-2.1%	·	·	-10.3%	2.3%	-13.1%	7.4	-3.5	·
CN(Cc1ccccc1)C(=O)c1cccc(NC(=O)Cc2ccc([N+](=O)[O-])cc2)c1	-18.0%	·	-5.2%	·	·	·	2.1%	-4.7%	-3.6	-26.1	·
CCCCN(C)C(=O)c1cc2cc3ccc(OC)cc3nc2s1	4.6%	-18.9%	86.8%[activator]	-34.6%	5.4%	-3.5%	-0.4%	1.6%	2.5	-6.5	?
c1ccc(CNc2nc(-c3ccccn3)nc3ccccc23)cc1	-1.5%	?	-0.7%	·	0.0%	-22.4%	-0.5%	?	-11.7	0.4	-9.7%
CC1CCN(S(=O)(=O)c2ccc(C(=O)Nc3ncccc3O)cc2)CC1	-1.3%	·	-0.2%	·	-1.0%	-0.3%	2.3%	-3.2%	6.4	1.8	8.7%
Cc1ccc(-n2ccnc2SCC(=O)O)c(C)c1	3.6%	·	-1.2%	-6.6%	0.2%	-9.7%	0.8%	4.1%	-2.9	11.2	-1.0%
O=C(NCc1ccccc1Cl)c1ccc2c(c1)OCO2	-14.3%	·	-0.6%	-0.5%	-10.5%	2.1%	2.3%	?	-1.7	6.0	-3.5%
COc1cccc(C(=O)C2CCCN(C(=O)c3ccccc3Cl)C2)c1 (stereo not drawn)	-7.3%	0.6%	0.1%	-0.6%[0.46 µM]	0.1%	-0.8%	1.9%	5.7%	4.5	-6.9	-5.8%
COc1ccccc1/C=C/C(=O)OCC(=O)N1CCc2ccccc21	1.7%	·	-1.1%	·	·	11.0%	2.1%	-2.2%	-0.1	8.6	·
BrC(=C\c1ccccc1)/C=N/N1CCN(c2ccccc2)CC1	-5.5%	-28.4%	2.1%	28.7%	0.5%	-4.1%	-2.2%	?	9.5	-7.3	6.6%
Cc1nnc(OC(C)C)c2nn(-c3ccccc3F)c(C)c12	-13.3%	-3.8%	4.9%	2.4%	-0.1%	-1.2%	-0.7%	?	0.7	11.0	-8.0%
COc1cccc(/C=C/C(=O)OCC(=O)N2c3ccccc3NC(=O)C2(C)C)c1	-1.5%	?	0.5%	-7.9%	-0.4%	0.7%	6.3%	5.6%	-12.8	-5.6	-2.2%
FC(F)(F)c1cnc(NNC(=S)Nc2cccnc2)c(Cl)c1	-2.7%	10.0%	5.1%	-12.0%	4.8%	-6.2%	-0.6%	-5.1%	-7.2	-0.1	6.7%
Cc1ccc(NCC(=O)N/N=C/c2ccc(C(=O)O)cc2)cc1	2.1%	·	1.5%	10.9%	-2.4%	0.2%	3.7%	-9.8%	-3.7	17.8	?
COc1cccc(OC)c1C(=O)N1CCN(Cc2ccncc2)CC1	9.0%	-4.8%	2.0%	-1.6%	1.1%	-1.4%	4.0%	4.4%	5.4	10.7	-1.6%
O=C(CSc1ccc(Br)c2cccc(Cl)c12)Nc1ccc(S(=O)(=O)Nc2nccs2)cc1	?	21.4%	-10.9%	-1.7%	1.3%	1.1%	?	?	4.0	-10.5	86.7%[activator]
Cc1ccc(S(=O)(=O)N(CC(=O)NCc2ccc(F)cc2)C(=O)N2CCN(C)CC2)cc1	-0.7%	·	·	·	·	1.8%	-0.7%	-0.9%	-0.4	-7.7	·
CCC(=O)Nc1ccc(-c2ccc(N3CCC(C)CC3)nn2)cc1	-1.7%	24.8%	6.3%	·	-0.3%	?	-3.7%	0.0%	-0.9	3.2	?
CCOC(=O)C1CCN(C(=O)CC(C)c2ccccc2)CC1 (stereo not drawn)	·	-12.4%	1.1%	0.1%	2.9%	3.5%	·	·	-3.4	·	-5.9%
COc1cccc(C2CC3(CC(C)(C)NC(=S)N3)Oc3cc(O)ccc32)c1 (stereo not drawn)	-1.0%	0.0%	-1.1%	6.6%	-0.3%	-2.7%	-0.8%	?	3.2	41.6	-11.0%
O=C(CCn1ccc2ccccc21)NC1CCCc2ccccc21 (stereo not drawn)	-31.3%	-6.1%	-4.2%	0.2%	0.3%	9.7%	1.1%	?	2.5	10.1	0.3%
COc1cc(C(=S)N2CCCC2)cc(Cl)c1O	-2.7%	33.5%[activator]	1.0%	-0.7%	0.5%	0.3%	-2.6%	1.2%	-1.3	-0.2	-3.6%
O=S1(=O)NC(=NCCc2ccccn2)c2ccccc21	18.7%	-4.7%	-3.2%	4.3%	4.7%	-3.5%	0.8%	2.5%	-5.5	4.0	-5.2%
Cc1cc2cc(CNC(=S)Nc3ccc(OC(F)F)cc3)ccc2n1C	-3.7%	?	-13.1%	-8.9%	·	-10.7%	-18.3%	6.4%	-2.2	-0.4	?
CCC(=O)Nc1cc(C(=O)O)ccc1Sc1ccc(C)cc1	-14.9%	0.6%	-1.6%	-0.8%	4.1%	-0.7%	1.0%	2.1%	-0.5	-7.0	-8.5%
O=C(C1CCC(=O)N(C2CCCC2)C1)N1CCC(Oc2ccccc2Cl)CC1 (stereo not drawn)	-1.3%	·	2.9%	2.1%	-3.8%	1.7%	3.6%	0.6%	10.9	-0.5	-1.2%
CCc1[nH]nc(C(=O)N2CCCC(CCC(=O)N3CCN(c4ccccn4)CC3)C2)c1C (stereo not drawn)	-6.1%	?	-0.6%	-4.8%	-2.5%	-1.2%	1.6%	-0.3%	2.3	5.5	-12.1%
Fc1ccccc1N=C1Nc2cccc3cccc1c23	9.5%	16.3%	-13.7%	-1.7%	10.6%	3.0%	-4.7%	-26.2%	-0.4	1.6	2.9%
CCCc1n(CC(O)COCC2CC=CCC2)c2ccccc2[n+]1C (stereo not drawn)	3.5%	-0.2%	0.5%	-1.4%	12.0%	4.5%	1.0%	-0.9%	26.7	-10.2	-6.6%
CCCCCN(C(=O)CCC(=O)OCC(=O)Nc1ccc(C)cc1F)c1c(N)n(CCCC)c(=O)[nH]c1=O	-9.0%	·	·	-3.7%	-3.4%	-2.2%	-0.2%	2.9%	-9.5	-10.9	-1.6%
COc1cccc(C(=O)NC2CC(C)(C)NC(C)(C)C2)c1OC	2.8%	15.9%	4.3%	-2.7%	·	0.4%	1.6%	-1.9%	-6.1	5.1	-0.9%
O=c1[nH]c(C2CCN(S(=O)(=O)c3ccc4c(c3)OCCO4)CC2)nc2c1nnn2Cc1ccccc1F	2.0%	·	-7.0%	·	4.2%	-3.1%	-0.2%	-5.8%	12.9	10.7	3.2%
Cc1ccc(NC(=O)CCc2nnc3ccc(NCc4ccco4)nn23)nc1	-3.8%	0.9%	-0.9%	-3.2%	5.5%	3.2%	2.8%	-14.3%	-12.2	-96.4*	-0.8%
CC(=O)N1CCN(C(=O)c2ccc(NS(=O)(=O)c3ccc4c(c3)OCCO4)cc2)CC1	11.7%	·	-1.6%	·	·	-3.9%	0.2%	-0.6%	-3.1	4.5	·
C=CCn1c(=NC(=O)CN2C(=O)CCC2=O)sc2cc(S(N)(=O)=O)ccc21	1.5%	-4.0%	·	18.2%	-2.1%	1.8%	-0.9%	1.9%	-9.8	15.7	-12.3%
COc1ccc(C(C(=O)NC2CCCCC2)N(C(=O)c2sc(C)nc2C)c2ccc(C(C)=O)cc2)cc1 (stereo not drawn)	3.5%	·	2.2%	-1.2%	-4.6%	0.1%	0.0%	1.6%	2.6	-11.5	1.0%
O=C(Nc1ncccc1O)c1ccc(S(=O)(=O)N2CCCCCC2)cc1	11.2%	·	10.5%	·	·	7.1%	3.2%	-7.3%	28.3	-0.2	·

An excerpt; the hit share may differ from the screen's.
